From PubChem BioAssay
HT1080 IDH1KD tx = HT-1080 IDH1 knockdown cell toxicity (counter line). HT-1080 IDH1 knockdown viability, ATP luminescence, 48 h. Potency, µM (top dose mostly 46.1 µM), without a hit: at the highest dose activity, negative = toxicity, most hits filed as cytotoxic. 360,000 compounds, 2% hits. AID 686971;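 note: 0% = DMSO wells and -100% = cell-free medium wells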
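Viability of IDH1-knockdown HT-1080 fibrosarcoma cells was assessed by CellTiter-Glo after 48 h at 37 °C with titrated compound; concentration-effect curves were classified by fit quality and response size.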
SW480 rereplic = DNA re-replication induction in SW480 cells. SW480 DNA re-replication, Hoechst DNA content imaging, 48 h. Potency, µM (doses to about 46.1 µM), for inactives: top-dose re-replication activation, hits mostly activators. 340,000 compounds, 1.8% hits. AID 624297; note: % of control where 0% means no effect; nearly all actives have a fitted effect of over 55% in size
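Cells (250 per well) received 23 nL compound or DMSO by pin tool and were kept 48 hr at 37 C, 5% CO2. Nuclei were then stained with Hoechst for 40 min and scanned for DNA content.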
GLP-1R agonist = GLP-1 receptor (human) agonism. P43220. Potency, µM (highest dose often 45.6 µM), without a hit: at the top dose activation, actives largely listed as activators. HEK293 GLP-1R CRE-luciferase, luminescence, 4-6 h; cells express a hypersensitive GLP-1R form. 380,000 compounds, 0.007% hits; note: % of control where 0% means no effect
Target sequence (P43220 whole entry, looked up): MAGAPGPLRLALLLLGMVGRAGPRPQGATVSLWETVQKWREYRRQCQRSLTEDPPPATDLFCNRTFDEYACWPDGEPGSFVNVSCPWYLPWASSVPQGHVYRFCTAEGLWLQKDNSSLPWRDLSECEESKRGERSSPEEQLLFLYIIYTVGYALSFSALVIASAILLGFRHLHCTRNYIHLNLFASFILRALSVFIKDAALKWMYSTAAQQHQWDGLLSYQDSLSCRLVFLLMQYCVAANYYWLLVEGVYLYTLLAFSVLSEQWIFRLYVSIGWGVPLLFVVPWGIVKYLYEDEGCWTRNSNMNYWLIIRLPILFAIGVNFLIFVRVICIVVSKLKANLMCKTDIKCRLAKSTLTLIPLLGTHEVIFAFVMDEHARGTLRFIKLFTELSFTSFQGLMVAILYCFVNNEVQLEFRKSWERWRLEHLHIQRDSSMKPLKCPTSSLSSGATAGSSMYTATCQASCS
KB-V1 cytotox = KB-V1 MDR subline cytotoxicity. KB-V1 MDR cells viability, CellTiter-Glo, 72 h. Potency, µM (highest dose often 46.1 µM), inactives show top-dose activity change, negative = cytotoxicity, usual class: cytotoxic. 400,000 compounds, 3.4% hits; note: % is set by controls: 0 for no effect and ±100 for the full control effect; nearly all actives have a fitted effect of over 60% in size
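KB-V1 MDR subline cells in DMEM (phenol-red free, 10% FBS) exposed to compounds in qHTS concentration series for 72 h at 37 degrees C. Viability read by CellTiter-Glo luminescence; concentration-effect curves fitted after normalization and correction.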
HEK293 tox = cytotoxic in the GLP-1 receptor inverse agonist counter-screen; HEK293 cAMP-luciferase reporter cells, luminescence, 24 h; Potency, µM (series often up to 38.3 µM), inactives show at the top dose activity change, negative = inhibition, most hits filed as inhibitors; 410,000 compounds, 0.13% hits; AID 624418;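 note: loss of luciferase light is scored as toxicity; % is set by controls: 0 for no effect and ±100 for the full control effect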
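Luminescence readout: signal drop marks cytotoxicity. Plated cells grew 12 h at 37 °C, 5% CO2, received 23 nL compound for 24 h, then got luciferase reagent, read after 12 min at RT.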
KB-3-1 cytotox = kills parental KB-3-1 adenocarcinoma cells; Potency, µM (highest dose often 46.1 µM), without a hit: at the top dose activity change, negative = cytotoxic, usual class: cytotoxic; AID 1347075; KB-3-1 viability, CellTiter-Glo ATP luminescence, 72 h; 400,000 compounds, 1.4% hits; note: % is set by controls: 0 for no effect and ±100 for the full control effect; nearly all actives have a fitted effect of over 60% in size
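Using CellTiter-Glo luminescence, growth of non-resistant KB-3-1 adenocarcinoma cells is assessed 72 h after pin-tool compound addition at 37 °C. Normalized responses across the concentration series yield fitted curves.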
GLP-1R inv ag = acts as inverse agonist at human GLP-1 receptor; HEK293 GLP-1R CRE-luciferase, luminescence, 24 h; GLP-1R form is constitutively active; 410,000 compounds, 1.6% hits; Potency, µM (doses to about 38.3 µM), inactives show at the highest dose activity change, negative = inhibition, usual class: inhibitors; note: % is set by controls: 0 for no effect and ±100 for the full control effect; nearly all actives have a fitted effect of over 55% in size
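Inverse agonists were sought by their lowering of basal cAMP reporter luciferase output in HEK293 cells stably carrying constitutively active human GLP-1R, after 24 h compound treatment.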
HT1080NT lethal = kills 2HG-producing HT-1080-NT fibrosarcoma cells. Potency, µM (top dose mostly 46.1 µM), inactives show top-dose activity, negative = less viability, actives largely listed as cytotoxic. AID 686970. 360,000 compounds, 1.6% hits. HT-1080-NT fibrosarcoma viability, CellTiter-Glo ATP luminescence, 48 h;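 note: NT is the 2HG producing partner of a matched IDH1 knockdown line; 0% = DMSO-treated cells and -100% = media-only wells without cells; nearly all actives have a fitted effect of over 55% in size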
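A 48-hour cytotoxicity screen used HT-1080-NT cells plated 2 hours before compound delivery. ATP-based CellTiter-Glo luminescence measured viability, normalized to DMSO and no-cell controls.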
TDP-43 yeast inh = inhibitors of TDP-43 toxicity in yeast; TDP-43 expressing yeast growth rescue, BacTiter-Glo, 24 h; 410,000 compounds, 1.8% hits; Potency, µM (highest dose often 46.1 µM), for inactives: at the highest dose growth rescue (activation), usual class: activators; note: % of control where 0% means no effect; nearly all actives have a fitted effect of over 50% in size
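Growth rescue of TDP-43-toxic yeast measured as ATP luminescence (BacTiter-Glo). Cells grown to mid-log in raffinose, induced in galactose at OD600=0.02, exposed to compound 24 hr at 30 deg C.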
The depositor's hits bear a star; ? = inconclusive; . = not tested or not shown; & = joins results of further samples; [ ] = remark or other dose. Calls come from the whole dose curve; as a rule, active = well fitted curve in the direction sought with a large enough effect; inconclusive = small, poorly fitted or top-dose-only effect, or another doubt; inactive = no such curve, though single readings can be large; an effect the other way counts as inactive or inconclusive. Potency is the fitted concentration of half-maximal effect. Hits appear at their usual frequency; overall some 9.4% were active at least once.

Every second line gives: HT1080 IDH1KD tx	SW480 rereplic	GLP-1R agonist	KB-V1 cytotox	HEK293 tox	KB-3-1 cytotox	GLP-1R inv ag	HT1080NT lethal	TDP-43 yeast inh
> COc1ccc(N(CC(=O)NCCc2ccc(Cl)cc2)S(=O)(=O)c2c(C)[nH]c(=O)[nH]c2=O)cc1
 : 12%	-2%	4%	0%	-2%	-3%	70%[activator]	4%	-4%[0.397 µM]
> Cc1onc(-c2ccccc2)c1-c1nnc(CN2CCN(S(=O)(=O)c3ccccc3)CC2)o1
 : 1%	-5%	-2%	?	15%	-11%	0%	-6%	?
> Cc1ccc(C(=O)NCCc2nnc3c(C(F)(F)F)cc(Cl)cn23)o1
 : 2%	3%	-2%	-22%	-3%	-14%	3%	-7%	4%
> CCCc1nc2nc(C)c(NS(=O)(=O)c3ccc(CC(C)C)cc3)c(=O)n2[nH]1
 : -13%	?	13%	0%&12%	-8%&-1%	5%&25%	14%&6%	-5%	-14%&-13%
> O=C1C2C3C=CC(C3)C2C(=O)N1/N=C/c1cc(Br)cc([N+](=O)[O-])c1O (stereo not drawn)
 : ?	-2%	1%	?	?	0%	?	?	-93%[inhibitor]
> CCCCC(=O)NCCc1cc2c(OC)ccc(OC)c2[nH]c1=O
 : 20%	-2%	-25%	?	10%	-2%	29%	18%	17%
> Cc1cc(C)cc(NC(=O)COC(=O)CCCC2=NS(=O)(=O)c3ccccc3N2)c1
 : 3%	?	3%	-7%	-1%	-2%	2%	4%	12%
> O=C(C1CCC1)N1CCc2cc(S(=O)(=O)NC3CCCc4ccccc43)ccc21 (stereo not drawn)
 : 11%	-1%	-3%	?	-3%	-4%	8%	0%	-17%
> Cc1ccc(-n2c(=O)c3c4c(sc3n(Cc3cc(=O)n5cc(Cl)ccc5n3)c2=O)CCC4)cc1C
 : .	.	.	0%	1%	?	3%	.	7%
> COc1ccc(CCn2c(C3CCCCC3)nc3c(c(=O)c4ccccc4n3C)c2=O)cc1OC
 : -2%	5%	15%	?	1%	3%	7%	0%	-54%[inhibitor]
> COc1ccc(/C=C(\NC(=O)c2cccs2)C(=O)Nc2ccc(C)cc2)cc1OC
 : -16%	2%	-2%	-30%	1%[1.53 µM]	0%	16%	12%	19%
> C[C@@H]1CN([C@H](C)CO)C(=O)CCCn2cc(nn2)CO[C@H]1CN(C)S(=O)(=O)c1cccc(F)c1
 : 6%	.	-1%	-2%	-10%	-8%	-15%	1%	23%
> COc1cc(OC)c2c(c1)O/C(=C\c1ccccc1)C2=O
 : 6%	?	?	0%	21%	-1%	81%[activator]	7%	27%
> Cc1ccc(C)c(OCc2ccc(C(=O)N3N=C(C(F)F)CC3(O)C(F)F)o2)c1 (stereo not drawn)
 : ?	16%	-2%	-12%	-31%	?	?	?	-26%
> CN1c2ccccc2-c2ccccc2S1(=O)=O
 : 1%	-27%	0%	?	-7%	0%&-14%	-9%	13%	?
> O=C(Nc1ccc2nc(C(F)(F)F)[nH]c2c1)[C@@H]1O[C@H](CO)[C@@H](O)[C@H]1O
 : 14%	.	2%	9%	2%	0%	21%	11%	-6%
> COc1cc(C(=O)NCc2ccc(-c3nc4ccccc4o3)cc2)cc(OC)c1OC
 : -1%	7%	?	-15%	15%	-2%	-4%	3%	7%
> Cn1ccc2c(-c3ccc4c(c3)OCCO4)cc3c(c21)C1CCC3C1 (stereo not drawn)
 : -9%	.	10%	12%	0%	-2%	-12%	-1%	?
> COC(=O)[C@H](NCc1ccc(OC)c(B(O)O)c1)C(C)C
 : 0%	?	6%	0%	0%	0%	3%	-1%	-5%
> CCOc1ccc(NC(=O)Cn2c(=O)oc3cc(S(=O)(=O)NC4CCCC4)ccc32)cc1
 : .	.	.	8%	-7%	-1%	-4%	.	19%
> CCN1/C(=C2/SC(=S)N(NC(C)=O)C2=O)Sc2ccccc21
 : 1%	5%	9%	6%	1%	-2%	5%	-2%	-8%
> COc1cc(CNn2cn[nH]c2=S)cc(Br)c1OCc1ccccc1F
 : -11%	5%	-2%	-44%	2%	-6%	?	-5%	?
> COc1ccccc1-c1cnc(C(O)c2ccccc2)[nH]1 (stereo not drawn)
 : ?	.	6%	?	1%	-30%	-14%	-7%	-26%
> CCCN(C(=O)Cc1c(C(=O)O)[nH]c2ccc(Cl)cc12)c1ccc(OCC)cc1
 : .	.	-3%	0%	1%	1%	?	.	?
> CCN(CC)C(=O)Cn1cc(SCC(=O)NCc2ccco2)c2ccccc21
 : 11%	-3%	8%	?	6%	-1%	-3%	15%	8%
> Cc1ncsc1CCOC(=O)C1C2CC3CC(C2)CC1C3 (stereo not drawn)
 : ?	-2%	25%	-3%	-26%	0%	?	-26%	-12%[0.397 µM]
> O=C(NCC(=O)N(CC1CCCO1)C1(C(=O)NC2CCCCC2)CCCCC1)c1ccccc1 (stereo not drawn)
 : 8%	2%	-5%	3.3µM*	-16%	4%	1%	0%	8%
> Nc1ccn([C@@H]2O[C@H](CNCC3=CCOc4ccc(O)cc43)[C@@H](O)[C@H]2O)c(=O)n1
 : 7%	.	10%	13%	4%	13%	-9%	9%	?
> CSCC[C@H](NC(=O)C1CCN(S(=O)(=O)c2ccccc2)CC1)C(=O)NC1CC1
 : 21%	3%	-3%	?	-3%	4%	7%	11%	-15%
> Cc1ccc(C)c(OCc2cc(C(=O)NC3CCOC(C)(C)C3)no2)c1 (stereo not drawn)
 : 4%	-1%	0%	-22%	9%	-5%	7%	0%	9%

Quoted from the listing.
Result for O=C(NCC(=O)N(CC1CCCO1)C1(C(=O)NC2CCCCC2)CCCCC1)c1ccccc1 (stereo not drawn) under HEK293 tox: -16%
Result for Nc1ccn([C@@H]2O[C@H](CNCC3=CCOc4ccc(O)cc43)[C@@H](O)[C@H]2O)c(=O)n1 under HEK293 tox: 4%

Continued.
Every second line gives: HT1080 IDH1KD tx	SW480 rereplic	GLP-1R agonist	KB-V1 cytotox	HEK293 tox	KB-3-1 cytotox	GLP-1R inv ag	HT1080NT lethal	TDP-43 yeast inh
> Cc1csc2ncnc(NC3CCN(Cc4ccccc4)CC3)c12
 : ?	-5%	3%	?	-12%	-24%	?	-26%	-19%
> Cc1ccc(N2C(=O)Nc3ccccc3C2(O)C(=O)N2CCN(c3ccccn3)CC2)cc1C (stereo not drawn)
 : -8%	?	0%	-6%	8%[0.307 µM]	-3%	7%[0.307 µM]	-2%	-29%
> O=C(Cn1nnc2ccccc2c1=O)N[C@@H](Cc1ccccc1)C(=O)O
 : 9%	10%	-1%	14%	3%	5%	-15%	-3%	-2%
> CC1(c2cccc(N)c2)OCCO1
 : -11%	.	-6%	14%	-5%	-2%	8%	-5%	-5%
> CCOCCCNC(=O)c1cccs1
 : 3%	-12%	2%	21%	4%	10%	-2%	12%	-11%
> Cc1cc(-c2ccc(S(=O)(=O)N3CCc4ccccc4C3)s2)on1
 : -5%	1%	5%	25%	4%	5%	28%	-3%	-7%
> CC(C)COc1ccc(C(=O)NC(CC(C)C)C(=O)O)cc1 (stereo not drawn)
 : 5%	0%	-12%	21%	-4%	6%	3%	9%	?
> COC(=O)c1ccc(C#Cc2ccccc2)o1
 : 19%	0%	9%	11%	7%	0%	18%	0%	-5%
> Cc1n[nH]c(C)c1CCC(=O)N/N=C/c1cccs1
 : 10%	-2%	9%	0%	2%	10%	25%	14%	-7%[1.82 µM]
> Nc1nnc(SCC(=O)Nc2cc(S(=O)(=O)N3CCOCC3)ccc2Cl)s1
 : 5%	-32%[inhibitor][1.84 µM]	-2%	17%	6%	-10%	4%	4%	.
> O=C(NCc1ccncc1)c1ccccc1Nc1ccc(SC(F)F)cc1
 : ?	7%	17%	-10%	-11%	-15%	?	?	?
> CN(C)S(=O)(=O)c1cc(NC(=O)COC(=O)C2COc3ccccc3O2)ccc1Cl (stereo not drawn)
 : 2%	3%	5%	-21%	-7%	-4%	-9%	3%	-13%
> CCCCOC(=O)Nc1nnc(CC)s1
 : 10%[9.24 µM]	-2%	0%	2%	39%[activator]	10%	13%	-3%	-29%
> COC(=O)c1cnn(-c2ccc(Cl)cc2)c1/C=N/NC(N)=S
 : -15%	-9%	-1%	?	?	?	?	-21%	8%
> CC1(C)NC(=O)N(CC(O)CN2CCCCC2)C1=O (stereo not drawn)
 : 0%	-14%	-8%	23%	1%	0%	6%	1%	6%
> N#Cc1cc2cc3c(cc2nc1Cl)OCCO3
 : 4%	.	-5%	2%	1%	?	9%	4%	?
> Cc1cccc(CS(=O)(=O)c2ncc(Cl)c(C(=O)NCc3ccccc3)n2)c1
 : ?	?	-9%	-2%	?	2%	?	26µM*	7.9µM*
> c1ccc(N2CCCCC2)c(NC2=NCCC2)c1
 : -3%	0%	-3%	2%	9%	6%	-20%	7%	-11%
> Cc1cc(=O)n2c(-c3ccccc3C)n[nH]c2n1
 : 4%	-3%	-7%	24%	-9%	-4%	0%	14%	0%
> Cc1cccc(NC(=O)CSCC(=O)NCc2cccc(C(F)(F)F)c2)c1
 : 0%	1%	-5%	-22%	5%	10%	?	2%	-6%
> Cc1cc(-c2nc(-c3ccncc3)no2)ccc1[N+](=O)[O-]
 : 24%	-12%	7%	-14%	0%	4%	35%[activator]	16%	11µM*
> CCOc1ccc(CN2CCC(Cc3ccccc3)CC2)cc1
 : -3%	1%	10%	13%	-4%	1%	-15%	0%	-13%
> CCCCN1C(C)=CC(=C2C(=O)c3ccccc3C2=O)C=C1C
 : 4%	0%	6%	?	-1%	-2%	?	3%	-18%
> CCc1ccccc1NC(=O)c1cnn2c(C(F)(F)F)cc(-c3ccc(OC)c(OC)c3)nc12
 : .	.	8%	?	4%	-9%	12%	.	7%
> Cc1ccc2c(c1)c1c3n2CCCN(Cc2ccccc2)C3CCC1 (stereo not drawn)
 : -1%	?	5%	-29%	18%	?	-2%	-14%	-8%
> CCCCN(CC)CCNC(=O)c1cc2c(C)nc3ccccc3c2o1
 : -11%	-5%	-2%	-10%	-22%	0%	?	-19%	10%
